# MLLE-PAM2 inh: blocks PAM2 peptide binding to the PABP1 MLLE domain; 360,000 tested, 0.36% active; inhibition, % at 20 µM; AID 588489; P11940; GST-MLLE / FITC-PAM2 fluorescence polarization; in the data active = inhibition above about 35%, passing the limit was not always enough;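 note: plate controls were DMSO wells with GST-MLLE for no effect and wells lacking GST-MLLE protein for full effect; some results filed as inactive read as strong as hits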
# Target sequence (P11940 whole entry, looked up, the tested form may be a part): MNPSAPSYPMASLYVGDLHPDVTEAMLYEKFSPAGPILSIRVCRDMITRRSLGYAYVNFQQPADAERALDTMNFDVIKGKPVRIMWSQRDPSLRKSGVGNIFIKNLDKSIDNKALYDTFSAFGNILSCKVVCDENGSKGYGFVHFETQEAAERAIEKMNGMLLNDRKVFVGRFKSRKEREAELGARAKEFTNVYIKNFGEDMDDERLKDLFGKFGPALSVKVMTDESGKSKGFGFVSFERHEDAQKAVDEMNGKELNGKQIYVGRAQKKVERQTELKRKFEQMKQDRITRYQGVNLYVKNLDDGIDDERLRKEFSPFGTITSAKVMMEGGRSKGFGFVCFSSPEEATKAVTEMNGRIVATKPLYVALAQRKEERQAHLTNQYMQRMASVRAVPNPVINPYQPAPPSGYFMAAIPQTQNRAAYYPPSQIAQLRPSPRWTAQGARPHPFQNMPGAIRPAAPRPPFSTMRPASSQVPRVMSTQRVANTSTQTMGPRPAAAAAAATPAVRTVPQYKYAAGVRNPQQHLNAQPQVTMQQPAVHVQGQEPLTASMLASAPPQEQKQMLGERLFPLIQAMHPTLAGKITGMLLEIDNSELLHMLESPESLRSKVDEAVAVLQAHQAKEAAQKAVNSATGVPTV
# FAS-TE inh: blocks the thioesterase domain of human fatty acid synthase | 360,000 tested, 0.67% active | inhibition, % at 15 µM | recombinant FAS-TE, OMFH fluorogenic substrate, fluorescence endpoint | AID 602261 | P49327;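 active = compounds whose normalised, plate-corrected inhibition of enzyme fluorescence in the single-dose primary screen is 50% or more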;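 note: 0% = DMSO with enzyme and 100% = substrate without enzyme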
# MsrA inh: inhibits bovine methionine sulfoxide reductase A; purified bovine MsrA, absorbance read-out; inhibition, % at 15.5 µM; 360,000 tested, 0.75% active; in the data active = inhibition above about 4.5%;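 note: 0% = vehicle wells with enzyme and 100% = reference inhibitor wells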
# CSN inh: inhibitors of human CSN-mediated cullin deneddylation; inhibition, % at 12.5 µM; AID 651999; Purified CSN, SCF-Nedd8-OG deneddylation, fluorescence polarization; 360,000 tested, 0.38% active; Q92905;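 active = pattern-corrected inhibition above about 35%, with an unprinted fluorescence ratio check between 0.5 and 1.5, limit read from the data, passing the limit was not always enough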;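 note: 0% = enzyme with substrate and 100% = substrate without enzyme; some results filed as inactive read as strong as hits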
# Target sequence (Q92905 whole entry, looked up, one chain of several): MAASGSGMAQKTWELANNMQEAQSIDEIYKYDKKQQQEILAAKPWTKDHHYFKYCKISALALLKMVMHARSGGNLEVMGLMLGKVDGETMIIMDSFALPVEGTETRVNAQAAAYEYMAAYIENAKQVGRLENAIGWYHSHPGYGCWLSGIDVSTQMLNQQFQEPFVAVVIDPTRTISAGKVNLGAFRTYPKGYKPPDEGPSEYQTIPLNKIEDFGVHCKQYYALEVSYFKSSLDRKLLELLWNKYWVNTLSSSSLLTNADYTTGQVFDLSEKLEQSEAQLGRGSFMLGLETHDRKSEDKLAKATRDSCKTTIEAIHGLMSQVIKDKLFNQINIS
#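 Assay system: purified human Csn5 enzyme expressed in HEK293T cells; measure: % inhibition; also added: SCFSkp2-Nedd8OG substrate at 10 nM final; technique: fluorescence polarization; times: reaction 90 min, room temperature; medium: Tris buffer pH 7.5, NaCl, DTT, Tween-20, trehalose, ovalbumin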
# MT1-MMP act inh: blocks activation of human MT1-MMP; HT1080 RFP-PRO-GFP cells, GFP/RFP ratio fluorescence, overnight; percent of plate control window, DMSO zero; GFP/RFP ratio change, % at 20 µM; 360,000 tested, 0.061% active; AID 651647;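 active = GFP/RFP ratio change of at least 30% with cell ATP level not reduced by more than half and red fluorescence within 50% of control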; note: strong numbers were not always called active
#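 Compound: 20 µM single dose, 1% DMSO / System: HT1080 RFP-PRO-GFP cells / Controls: DMSO and RFP-L50D-GFP cell wells / Read-out basis: GFP/RFP fluorescence ratio / Schedule: overnight compound exposure at 37 °C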
# eLon inh: inhibitors of E. coli Lon protease; P0A9M0; 360,000 tested, 0.42% active; inhibition, % at 7.94 µM; purified E. coli Lon protease, fluorescence polarization; in the data active = inhibition above about 13%, passing the limit was not always enough;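 note: 0% = enzyme with probe and DMSO and 100% = no enzyme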
# MsrA act: activates bovine MsrA enzyme | purified bovine MsrA, absorbance read-out | activation, % at 10.6 µM | 360,000 tested, 0.3% active; in the data active = activation above about 7.5%;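 note: 0% = vehicle and 100% = reference activator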
# Rpn11 inh: blocks the human proteasome subunit Rpn11; calls only at 20 µM; AID 588493; O00487; 360,000 tested, 0.59% active; human 26S proteasome, Ub4-pepOG fluorescence polarization; 20S core pre-blocked with epoxomicin;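 active = inhibition at 20 µM, scaled to each plate's controls, above about 33%, limit read from the data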
# Rin1-Abl PPI inh: blocks binding of human Rin1 to Abl; TR-FRET Rin1/Abl binding, biochemical; inhibition, % at 7.35 µM; 360,000 tested, 0.4% active; AID 588664; in the data active = inhibition above about 5%, passing the limit was not always enough
# Active calls of the source: *; i = inactive; nt = not tested or not shown. An unsorted share of the library. Share with any hit: about 3.7%.
SMILES,MLLE-PAM2 inh,FAS-TE inh,MsrA inh,CSN inh,MT1-MMP act inh,eLon inh,MsrA act,Rpn11 inh,Rin1-Abl PPI inh
CSc1nc2c(C)c(C)c(C)c(C)c2[nH]1,-33,-2,-1.1,3,-10,-1,-3,i,-3
CCCCc1ccc(NC2=NCC(=O)N2CCc2ccccc2)cc1,6,24,-1.2,-5,-5,-7,-3,i,0
Cc1ccc(C(=O)c2cc(C)sc2N)cc1,14,9,0.2,5,1,-2,-1,i,0
CCCC(CCC)C(=O)NCCN1CCOCC1,11,-8,-0.7,3,1,-11,-2,i,0
COc1cc(/C=N/NC(=O)C(=O)NCC2CCCO2)ccc1OCC(=O)N1CCOCC1 (configuration not stated),8,-7,4.4,8,-1,1,-5,i,3
CC(C)OC(=O)C(C#N)c1nc2ccccc2nc1N1CCN(Cc2ccccc2)CC1 (configuration not stated),0,29,-0.1,-4,-27,7,-3,i,2
O=C(Nc1ccccc1-c1nc2ccccc2[nH]1)c1ccc(S(=O)(=O)N2CCCCC2)cc1,-2,8,-0.8,5,-1,-9,-12,i,6
O=c1nc2s/c(=C\c3ccco3)c(=O)n2nc1Cc1ccc(F)cc1,-15,-7,-0.2,0,0,-19,-2,i,-7
COCCCNC(=S)N/N=C/c1ccc(N(C)C)cc1,-2,-4,4.2,-3,0,-5,-2,i,0
CC(C)(C)c1ccc(/C=C/C(=O)O)s1,11,-1,0.4,-1,1,4,-3,i,0
CCN1C(=O)c2cccc3c(S(=O)(=O)N(C(=O)c4cccnc4)c4ccc(OC)cc4)ccc1c23,-4,29,0.6,-13,3,-7,-11,i,-1
CCN(CC)C(=O)C(C)OC(=O)COc1ccc(Cl)cc1C (configuration not stated),-32,-2,0.7,2,6,-3,-2,i,-4
O=C(CN1CCCC1)N1c2ccccc2Sc2ccc(Cl)cc21,15,-2,0.4,1,-8,-9,-3,i,-1
Cc1ccc(-c2cc(NC(=O)CSc3n[nH]c(N)n3)n(-c3ccccc3)n2)cc1,-17,-46,-1.4,-1,0,-11,-3,i,2
O=[N+]([O-])c1ccc(-c2nnc(CNC3CCCC3)o2)cc1,-9,7,1.5,-2,-1,1,2,i,2
CCCOc1ccccc1N/C(N)=N/c1nc(C)cc(C)n1,3,-9,1.5,-2,-2,-1,0,i,3
O=C(CCSc1ccccc1)NC(=O)COC(=O)C1CCCCC1,16,0,-0.4,-10,nt,-1,-13,i,3
CC1CN(S(=O)(=O)c2ccc(C(=O)Nc3nncs3)cc2)CC(C)O1 (configuration not stated),-10,-5,1.2,-3,0,-3,-2,i,-1
COc1ccc(NC(=O)COC(=O)CCCC2=NS(=O)(=O)c3ccccc3N2)cc1,-3,-4,0.5,0,3,-14,-2,i,3
CCn1cc(CNC(=O)c2cccc([N+](=O)[O-])c2)cn1,-8,-3,-0.2,-3,0,-11,0,i,-3
CCc1cc(C(=O)OC)c(NC(=O)c2cc(Br)cs2)s1,18,22,nt,2,-2,-2,1,i,-1
CCOC(=O)C1=C(N)OC(CCl)=C(C#N)C1c1ccsc1 (configuration not stated),26,-4,-0.4,-2,-4,-7,0,i,0
O=C(NC(=S)Nc1ccccc1Br)C1CCCC1,33,10,0.9,3,-3,-2,-2,i,-1
CC1CCN(C(=O)CSc2nnc(Cc3cc(=O)[nH]c(=O)[nH]3)n2-c2ccc(Cl)cc2)CC1,1,-2,0.1,-4,-3,0,2,i,-4
CCNC(=O)CN(CCc1ccccc1)S(C)(=O)=O,2,-5,0.3,8,1,-2,1,i,3
CC(=O)N1CCN(S(=O)(=O)c2cccc(C(=O)Nc3cc(C(F)(F)F)ccc3N3CCOCC3)c2)CC1,-17,5,0.2,1,0,-9,2,i,-2
CC(C)(C)OC(=O)N(CCc1ccccc1)Cc1ccc(OCc2cccc(NC(=O)/C=C/c3ccccc3)c2)cc1,-3,22,-0.3,-2,-2,15*,3,i,2
O=C1[C@H]2[C@@H](C(=O)N1c1cccc3ccccc13)C1(C(=O)c3ccccc3C1=O)N1CCC[C@@H]21,1,0,0.1,0,-9,4,-5,i,4
CCCCN1C[C@H](c2ccc(OC)cc2)[C@@H](CC(=O)Nc2ccc(OC)cc2)C1=O,-1,-3,1.1,-3,2,0,-3,i,1
CCNC(=O)COC(=O)CCC(=O)c1ccc(F)cc1,-1,-8,-0.7,2,0,-2,-3,i,1
CCCCCCOC(=O)c1ccc(NC(=O)c2cc(OC)c(OC)c(OC)c2Br)cc1,-6,15,1.7,-2,-3,1,1,i,1
CCSc1cnnc2ccccc12,-5,-3,1.7,-1,-3,3,-6,i,1
CC(=O)Nc1ccc(NC(=O)CSc2nnc(NC(=O)C3CC(=O)N(c4ccc(F)cc4)C3)s2)cc1 (configuration not stated),-2,-4,-0.1,5,-1,-10,-4,i,3
O=C(CN1C(=O)CSc2ncccc21)Nc1cccc(Cl)c1,11,-7,-0.3,3,-2,-3,-11,i,7
O=C(NCc1ccccc1Cl)C(=O)NCC1OCCN1S(=O)(=O)c1ccc(F)cc1 (configuration not stated),4,2,-0.2,1,4,-7,-5,i,1
CCCCOP(=O)(OCCCC)C1(C)CC(=O)CC(C)(C)C1 (configuration not stated),-16,-2,-1.2,2,0,-8,-3,i,7
CN(C(=O)CSc1nnc(N)s1)c1c(N)n(Cc2ccccc2)c(=O)[nH]c1=O,16,-10,-0.4,8,2,-9,-5,i,0
COc1cc2c(cc1OC)CN(C(=O)c1oc3ccccc3c1C)CC2,-2,7,0.2,1,-7,-3,-2,i,0
O=C(Nc1ccccc1)c1ccc(NC2CCCCC2)c(S(=O)(=O)N2CCOCC2)c1,-6,30,0.7,-2,-15,1,-4,i,5
O=C(/C=C/c1ccc2c(c1)OCCO2)c1ccccc1,2,2,1.1,8,-1,-2,-7,i,-3
NC(Cc1ccc(C(F)(F)F)cc1)c1csc(NC(=O)Nc2ccccc2Cl)n1 (configuration not stated),12,-6,-2.0,1,-5,-4,1,i,0
CCc1nccn1S(=O)(=O)c1ccc2ccccc2c1,7,-3,-1.8,5,5,-8,-1,i,1
CC1Oc2ccccc2N(Cc2ccccc2Cl)C1=O (configuration not stated),-8,17,nt,1,13,-5,-2,i,2
C=C1CC(Cn2cc(Br)c(=O)[nH]c2=O)(c2ccc(-c3ccccc3)cc2)OC1=O (configuration not stated),-2,-2,-0.3,8,6,1,-13,i,2
CC1=C(C)C(O)N(Cc2ccccc2)C1=O (configuration not stated),13,-6,-1.1,-2,-1,3,-3,i,3
COc1ccc(S(=O)(=O)Nc2c(C)nn(C)c2C)cc1Br,2,-17,0.2,2,3,-4,0,i,2
Cc1cc(C)[n+](-c2ccc(C(C)C)cc2)c2[nH]c(=O)[nH]c(=O)c12,2,2,2.8,-3,2,-5,-5,i,1
COCCn1nnnc1C(c1ccc(Cl)cc1)N1CCN(C(=O)c2ccco2)CC1 (configuration not stated),4,-1,-0.6,-5,-1,-4,1,i,2

# A different layout for some results above.
SMILES | MLLE-PAM2 inh | FAS-TE inh | MsrA inh | CSN inh | MT1-MMP act inh | eLon inh | MsrA act | Rpn11 inh | Rin1-Abl PPI inh
CCCOc1ccccc1N/C(N)=N/c1nc(C)cc(C)n1 | 3 | -9 | 1.5 | -2 | -2 | -1 | 0 | i | 3
O=C(CCSc1ccccc1)NC(=O)COC(=O)C1CCCCC1 | 16 | 0 | -0.4 | -10 | nt | -1 | -13 | i | 3

# (more compounds)
SMILES,MLLE-PAM2 inh,FAS-TE inh,MsrA inh,CSN inh,MT1-MMP act inh,eLon inh,MsrA act,Rpn11 inh,Rin1-Abl PPI inh
CCN(CC)S(=O)(=O)c1ccc(OC)c(NC(=O)c2cccc([N+](=O)[O-])c2C)c1,1,2,-0.3,2,10,1,-9,i,-1
CCC(C)NC(=O)CC(c1ccccc1)c1cc(C)ccc1O (configuration not stated),11,-2,2.9,4,-6,3,-4,i,0
Cc1ccc(Nc2nc(=O)c3cc([N+](=O)[O-])ccc3s2)cc1,3,4,-0.1,6,5,11,0,i,-1
COC(=O)C1C(=O)NCC1c1ccccc1 (configuration not stated),13,-12,0.1,-4,-5,-1,-12,i,2
Cc1ccc(C(=O)NNC(=O)Cn2nnc3ccccc32)cc1,-1,-5,-0.6,9,2,3,-2,i,0
O=C1CC2(CCCCC2)Oc2ccc(O)cc21,-4,-5,1.9,-2,-3,7,-4,i,-3
CC1CCCC(C)N1C(=O)Cn1cnc2cc([N+](=O)[O-])ccc2c1=O (configuration not stated),5,6,0.3,-3,3,8,-3,i,1
Cc1ccn2cc(CC(=O)O)nc2c1,18,-3,0.3,3,-1,8,-2,i,-3
Cc1nc2ccccc2c(=O)n1Cc1ccc([N+](=O)[O-])cc1,1,6,-0.3,-2,-1,2,1,i,-2
Cn1c(-c2ccc(F)cc2)cnc1SCC(=O)N1CCCCC1,-2,-1,-0.8,4,2,5,1,i,-3

# Filtered by structure, those above containing an aryl thioether with sulfur outside any ring.
SMILES,MLLE-PAM2 inh,FAS-TE inh,MsrA inh,CSN inh,MT1-MMP act inh,eLon inh,MsrA act,Rpn11 inh,Rin1-Abl PPI inh
CSc1nc2c(C)c(C)c(C)c(C)c2[nH]1,-33,-2,-1.1,3,-10,-1,-3,i,-3
Cc1ccc(-c2cc(NC(=O)CSc3n[nH]c(N)n3)n(-c3ccccc3)n2)cc1,-17,-46,-1.4,-1,0,-11,-3,i,2
O=C(CCSc1ccccc1)NC(=O)COC(=O)C1CCCCC1,16,0,-0.4,-10,nt,-1,-13,i,3
CC1CCN(C(=O)CSc2nnc(Cc3cc(=O)[nH]c(=O)[nH]3)n2-c2ccc(Cl)cc2)CC1,1,-2,0.1,-4,-3,0,2,i,-4
CCSc1cnnc2ccccc12,-5,-3,1.7,-1,-3,3,-6,i,1
CC(=O)Nc1ccc(NC(=O)CSc2nnc(NC(=O)C3CC(=O)N(c4ccc(F)cc4)C3)s2)cc1 (configuration not stated),-2,-4,-0.1,5,-1,-10,-4,i,3
CN(C(=O)CSc1nnc(N)s1)c1c(N)n(Cc2ccccc2)c(=O)[nH]c1=O,16,-10,-0.4,8,2,-9,-5,i,0
Cn1c(-c2ccc(F)cc2)cnc1SCC(=O)N1CCCCC1,-2,-1,-0.8,4,2,5,1,i,-3

# Screens as filed in PubChem.
